# Assay outcomes deposited in PubChem BioAssay by several laboratories.
# MrgX1 PAM: human MrgX1 positive allosteric modulation, primary screen; Q96LB2; MrgX1-HEK293, Fluo-4 calcium flux, FDSS; active compounds read high; B-score at 10 µM; 0.63% of 310,000 active;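 active = plate-corrected calcium response at least 3 library SD above typical, normal starting fluorescence, not activating the receptor alone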;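 note: compound read alongside a low EC10 to EC30 dose of BAM8-22 agonist; peak minus trough fluorescence over baseline measured at the second addition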
# MrgX1 agonist: human MrgX1 receptor agonism, primary screen. Q96LB2. MrgX1-HEK293 cells, Fluo-4 calcium fluorescence, agonist mode; active compounds read high. B-score at 10 µM. 0.44% of 310,000 active. AID 588627;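 active = calcium response B-score plate-corrected fluorescence ratio at least 3 library SD, with starting fluorescence B-score inside 5 SD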
#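 times = overnight plating, then 30 min 37 °C plus 30 min room-temperature dye loading | assay system = stable human MrgX1 HEK293 cell line | input = fifteen thousand cells per well | signal = kinetic calcium dye fluorescence, Fluo-4 NW | dosing = compound delivered in addition one of three | read-out = B-scored fluorescence response ratio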
# TRPC6 inh: blocks the mouse TRPC6 cation channel; Q61143; HEK293-TRPC6, membrane potential dye, ACh-evoked depolarization; active compounds read low; B-score at 10 µM; 1.1% of 310,000 active;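 active = B-score under library mean minus 3 SD, initial fluorescence not abnormally high, positive integrated signal ratio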;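 note: B-score derived from integrated fluorescence ratio over the kinetic read; more negative B-score means stronger inhibition of depolarization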
# MrgX1 antagonist: antagonists of human MrgX1 receptor; 1.3% of 310,000 active; B-score at 10 µM; MRGX1-HEK293 calcium flux, Fluo-4, BAM8-22 antagonism; active compounds read low; Q96LB2;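 active = calcium-response B-score plate-corrected more than 3 library SD below zero, starting fluorescence within 5 deviations, no agonist response on first addition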;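 note: peak minus trough fluorescence over baseline after final BAM8-22 challenge near maximal dose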
# TRPC4 agonist: activators of mouse TRPC4 channel | HEK293 TRPC4beta/mu-opioid, Fluo4 calcium fluorescence; active compounds read high | 0.49% of 310,000 active | B-score at 10 µM;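 active = B-score above 5 SD of library B-scores, and initial fluorescence ratio not above library mean plus 5 SD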;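 note: positive B-score marks a calcium rise read as TRPC4 activation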
# Target sequence (Q9QUQ5 whole entry, looked up): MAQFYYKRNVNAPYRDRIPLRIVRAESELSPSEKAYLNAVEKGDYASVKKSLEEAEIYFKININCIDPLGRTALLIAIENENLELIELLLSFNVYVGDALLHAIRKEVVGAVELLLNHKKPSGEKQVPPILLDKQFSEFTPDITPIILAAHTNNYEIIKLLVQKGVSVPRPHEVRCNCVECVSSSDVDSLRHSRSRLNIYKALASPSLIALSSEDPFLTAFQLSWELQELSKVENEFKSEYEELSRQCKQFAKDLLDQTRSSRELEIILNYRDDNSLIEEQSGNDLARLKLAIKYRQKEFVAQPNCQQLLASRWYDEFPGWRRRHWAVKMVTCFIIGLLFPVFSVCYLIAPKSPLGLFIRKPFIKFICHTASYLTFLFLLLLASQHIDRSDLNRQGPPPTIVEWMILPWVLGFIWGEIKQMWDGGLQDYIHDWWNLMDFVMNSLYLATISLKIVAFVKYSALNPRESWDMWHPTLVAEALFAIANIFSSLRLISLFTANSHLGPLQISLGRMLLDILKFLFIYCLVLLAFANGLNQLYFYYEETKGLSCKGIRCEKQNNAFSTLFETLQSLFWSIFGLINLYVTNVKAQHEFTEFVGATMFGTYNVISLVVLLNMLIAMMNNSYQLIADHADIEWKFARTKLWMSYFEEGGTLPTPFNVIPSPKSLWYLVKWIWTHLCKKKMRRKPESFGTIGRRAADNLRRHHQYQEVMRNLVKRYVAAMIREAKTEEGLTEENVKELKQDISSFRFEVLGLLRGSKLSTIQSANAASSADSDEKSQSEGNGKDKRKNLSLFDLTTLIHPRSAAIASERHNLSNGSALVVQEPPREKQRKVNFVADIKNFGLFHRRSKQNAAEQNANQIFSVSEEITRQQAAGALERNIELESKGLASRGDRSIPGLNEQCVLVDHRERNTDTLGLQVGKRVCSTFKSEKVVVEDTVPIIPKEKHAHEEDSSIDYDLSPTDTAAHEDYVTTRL
#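 Material: TRPC4beta and mu-opioid receptor HEK293 stable cells | Incubation: 45 min room-temperature Fluo4 loading, 110 s read | Detection: Kinetic Fluo4 calcium fluorescence | Measure: Integrated baseline-normalised fluorescence ratio, converted to per-well B score | Benchmarks: Low control buffer alone, high control maximal DAMGO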
# TRPC4 potent: allosteric potentiators of mouse TRPC4 channel | B-score at 10 µM | Q9QUQ5 | HEK293 TRPC4beta/mu-opioid, DAMGO EC20, Fluo-4 Ca2+ flux; active compounds read high | AID 2227 | 0.42% of 310,000 active;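 active = B-score of calcium response area above 5 SD of library B-scores, with initial fluorescence ratio within 5 SD of library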;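 note: B-score of integrated fluorescence ratio over time as area under calcium response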
# TRPC4 inh: TRPC4 (mouse) channel inhibition; HEK293 TRPC4beta/mu-opioid, DAMGO-evoked Fluo4 calcium flux; active compounds read low; AID 2247; 0.39% of 300,000 active; Q9QUQ5; B-score at 10 µM;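 active = B-score over 3 SD under the library average, no early fluorescence shift, positive overall ratio signal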
#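 material = TRPC4beta/mu-opioid receptor HEK293 cell line | probe or stimulus = sequential submaximal and maximal DAMGO stimulation | compound dosing = one concentration per compound | measured by = Fluo4 Ca2+ flux fluorescence | evaluation = integrated fluorescence ratio relative to baseline, converted to per-well B score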
# PolyA inhibitor: inhibitors of polyadenylation in S. cerevisiae; 0.02% of 300,000 active; S. cerevisiae SKY197-pL101 polyadenylation reporter, beta-gal luminescence; efflux-impaired pdr1/pdr3 knockout yeast; score 100 = 6 SD above DMSO; calls only at 12 µM;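 active = lowest replicate activity score at least 50, where 100 means six control SD above control mean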;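 note: yeast exposed to compound for 9 h at 30 °C; higher score means more reporter readthrough which indicates perturbed polyadenylation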
# AI-2 QS mod: Vibrio harveyi AI-2 quorum sensing modulation. Vibrio harveyi JMH597 AI-2 luminescence/OD600 ratio, 9 h; active compounds read low; strain lacks LuxN and CqsS sensors; 0 = neutral-control median. activity change, % at 7.5 µM. 0.4% of 300,000 active. AID 2094; in the data active = activity change below about -75%, passing the limit was not always enough;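 note: luminescence divided by OD600 gain over 9 h not by final OD600 alone; inactives centre near 13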
# TRPC6 activator: activates the mouse TRPC6 cation channel; AID 2550; Q61143; B-score at 10 µM; 0.13% of 310,000 active; HEK293-TRPC6 membrane potential dye fluorescence; active compounds read high;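 active = B-score of the integrated fluorescence ratio above library mean plus 3 SD, and starting fluorescence ratio within library mean plus 5 SD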;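 note: higher score means more depolarization so channel activation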
# HIF activator: HIF pathway transcriptional activation; 0.32% of 300,000 active; U2OS HRE-luciferase reporter, luminescence; normalized: DMSO 0%, desferrioxamine 100%; activation, % at 7.5 µM (by protocol);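 active = mean activation of at least 10% of the iron chelator positive control signal, with at least half of replicates also reaching 10%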
# An asterisk follows results filed as active; i = inactive; . = not tested or not shown.
No.	canonical_smiles	MrgX1 PAM	MrgX1 agonist	TRPC6 inh	MrgX1 antagonist	TRPC4 agonist	TRPC4 potent	TRPC4 inh	PolyA inhibitor	AI-2 QS mod	TRPC6 activator	HIF activator
1	CC12CC3CC(C)(C1)CC(C(O)CN1CCOCC1)(C3)C2 (stereo unspecified)	i	i	i	i	i	i	i	i	11	i	1.1
2	Cn1nnnc1SC(C(=O)Nc1ccc(F)cc1)c1ccccc1 (stereo unspecified)	i	i	i	i	i	i	i	i	2	i	0.1
3	O=C(C1CCCN(Cc2ccc([N+](=O)[O-])cc2)C1)N1CCCCC1 (stereo unspecified)	i	i	i	i	i	i	i	i	14	i	-0.1
4	Cc1ccc(OC(=O)N2CCOCC2)cc1	i	i	i	i	i	i	i	i	24	i	1.4
5	CSc1nc(-c2ccco2)cc(-c2ccccc2)c1C#N	i	i	i	i	i	i	i	i	15	i	0.2
6	COc1ccc(-c2cc(C3CCN(c4ncccc4[N+](=O)[O-])CC3)[nH]n2)cc1	i	i	i	i	i	i	i	i	10	i	-0.3
7	Cc1c(NC(=O)c2nn3c(c2Br)NC(c2ccccc2)CC3C(F)(F)F)c(=O)n(-c2ccccc2)n1C (stereo unspecified)	i	i	i	i	i	i	i	i	24	i	-0.4
8	CC(Nc1cc(N2CCOCC2)ccc1[N+](=O)[O-])c1ccccc1 (stereo unspecified)	i	i	i	i	i	i	i	i	13	i	-0.4

# Brought forward from above: two compounds, then new ones.
No.	canonical_smiles	MrgX1 PAM	MrgX1 agonist	TRPC6 inh	MrgX1 antagonist	TRPC4 agonist	TRPC4 potent	TRPC4 inh	PolyA inhibitor	AI-2 QS mod	TRPC6 activator	HIF activator
7	Cc1c(NC(=O)c2nn3c(c2Br)NC(c2ccccc2)CC3C(F)(F)F)c(=O)n(-c2ccccc2)n1C (stereo unspecified)	i	i	i	i	i	i	i	i	24	i	-0.4
8	CC(Nc1cc(N2CCOCC2)ccc1[N+](=O)[O-])c1ccccc1 (stereo unspecified)	i	i	i	i	i	i	i	i	13	i	-0.4
9	CCCCOC(=O)CSc1nc(N)c(C#N)c(-c2ccc(OCC)cc2)c1C#N	i	i	i	i	i	i	i	i	-3	i	-6.8
10	Nc1nnn(CC(=O)N/N=C/c2ccncc2)n1	i	i	i	i	i	i	i	i	-3	i	0.0
11	CC(C)c1ccc(NC2CCCN(C(=O)c3ccncc3)C2)cc1 (stereo unspecified)	i	i	i	i	i	i	i	.	17	i	0.0
12	COC(=O)C(Cc1ccc(O)cc1)NC(=O)CCc1nc2ccccc2s1 (stereo unspecified)	i	i	i	i	i	i	i	i	10	i	-16
13	CCOc1ccc(N(CC(=O)NC2CCCCCC2)S(=O)(=O)c2c(C)noc2C)cc1	i	i	i	i	i	i	i	i	33	i	.
14	CCOc1ccccc1NC(=O)Nc1cnccn1	i	i	i	i	i	i	i	i	6	i	-0.2
15	Cc1onc(-c2c(Cl)cccc2Cl)c1C(=O)N=C(N)N1CCOCC1	i	i	i	i	i	i	i	i	14	i	-0.4
16	O=C(c1cccs1)N(Cc1cccc(F)c1)C1CCS(=O)(=O)C1 (stereo unspecified)	i	i	i	i	i	i	i	i	9	i	-0.4
17	CC(C)COC(=O)c1ccc(NC(=O)C2C3CCC(C3)C2C(=O)O)cc1 (stereo unspecified)	i	i	i	i	i	i	i	i	8	i	3.6
18	COc1ccccc1NS(=O)(=O)NC(=O)c1c(C)[nH]c2ccccc12	i	i	i	i	i	i	i	i	61	i	0.7
19	Nc1nc(Nc2ccccc2F)nc(NCc2ccco2)c1[N+](=O)[O-]	i	i	i	i	i	i	i	i	11	i	2.7
20	Cc1sc2ncnc(Nc3ccccc3)c2c1C	i	i	i	i	i	i	i	i	17	i	1.8
21	COc1cc(C(=O)OCC(=O)N2CCCCC2C)ccc1OCc1c(C)noc1C (stereo unspecified)	i	i	i	i	i	i	i	i	5	i	-0.2
22	Cc1ccc(O)c(NC(=O)CCC2CCCCC2)c1	i	i	i	i	i	i	i	i	-84*	i	3.1

# Compound profiles, from the list above. Screens in order: MrgX1 PAM | MrgX1 agonist | TRPC6 inh | MrgX1 antagonist | TRPC4 agonist | TRPC4 potent | TRPC4 inh | PolyA inhibitor | AI-2 QS mod | TRPC6 activator | HIF activator
# CC(C)COC(=O)c1ccc(NC(=O)C2C3CCC(C3)C2C(=O)O)cc1 (stereo unspecified) as listed: i | i | i | i | i | i | i | i | 8 | i | 3.6
# COc1cc(C(=O)OCC(=O)N2CCCCC2C)ccc1OCc1c(C)noc1C (stereo unspecified) as listed: i | i | i | i | i | i | i | i | 5 | i | -0.2
# Nc1nc(Nc2ccccc2F)nc(NCc2ccco2)c1[N+](=O)[O-] as listed: i | i | i | i | i | i | i | i | 11 | i | 2.7
# Cc1ccc(O)c(NC(=O)CCC2CCCCC2)c1 as listed: i | i | i | i | i | i | i | i | -84* | i | 3.1
# Cc1sc2ncnc(Nc3ccccc3)c2c1C as listed: i | i | i | i | i | i | i | i | 17 | i | 1.8

# Not all compounds are listed. The share of hits here may be higher or lower than overall.
